Screening data (PubChem)
HIV fusion peptide = inhibitors of HIV fusion peptide binding, primary screen, biochemical, uHTS, fluorescence dequenching (AID 1986) | cell-free peptide binding, fluorescence dequenching, 30 min; higher % means a stronger effect | actives 0.3% (n = 290,000) | inhibition, % at 20 µM; hits with a dose series show IC50 in µM; in the data active means inhibition mostly above about 52%, no sharp cut-off; inactive means mostly below about 76%; further: some results filed as inactive read as strong as hits
Rac1 GTP hydrolysis = MgcRacGAP GTPase-activating activity inhibitors, confirmation, biochemical, ADP Hunter fluorescence; MgcRacGAP-stimulated Rac1 GTP hydrolysis, ADP Hunter fluorescence; higher % means a stronger effect; GST-tagged Rac1 F28L mutant substrate; actives 0.6% (n = 340,000); AID 624330; inhibition, % at 30 µM, or IC50 in µM where a hit was titrated;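 active means first-screen hits whose inhibition reached a set limit at any dose in the follow-up dose series; inconclusive means inhibition above the set first-screen limit but never retested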;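 further: fluorescence reports GDP produced by GAP-driven GTP hydrolysis; strong numbers were not always called active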
LYP phosphatase = inhibitors of LYP phosphatase, biochemical, fluorescence intensity, uHTS (AID 1779); inhibition, % at 11.5 µM, or IC50 in µM where a hit was titrated; recombinant LYP phosphatase, fluorescence intensity; higher % means a stronger effect; actives 0.054% (n = 290,000); in the data active means inhibition above about 50%;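 further: plate controls were vehicle with enzyme for no effect and no enzyme for full effect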
Siah-1 displacement = blockers of Siah-1 interaction with plectin peptide – biochemical, fluorescence polarization, rhodamine-plectin, uHTS, primary screen (AID 1817). Siah-1 / rhodamine-plectin peptide fluorescence polarization; higher % means a stronger effect. displacement, % at 20 µM; hits with a dose series show IC50 in µM. actives 0.02% (n = 290,000);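 active means displacement of at least 50% at 20 µM, with a fluorescence ratio check between 0.3 and a set limit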;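 further: plate controls were Siah plus tracer with DMSO for no effect and tracer alone without Siah for full effect; strong numbers were not always called active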
RSV CPE inhibition = RSV antiviral activity via CPE protection, HEp-2 cells, primary 10 µM value included (AID 2391); HEp-2 cells, RSV-induced CPE inhibition; higher % means a stronger effect; CPE inhibition, % at 10 µM, or IC50 in µM where a hit was titrated; actives 0.13% (n = 310,000); in the data active means a potency from the dose series; inconclusive means CPE inhibition mostly from about 23% at the one dose, without a potency; inactive means the rest, 99 in 100 with CPE inhibition below about 21%; further: strong numbers were not always called active
SV40 large T antigen = TAg ATPase/helicase activity blockers – biochemical (AID 1903); SV40 large T antigen ATPase/helicase inhibition assay; higher % means a stronger effect; one-dose inhibition, % at 20 µM; IC50 in µM for titrated hits; actives 0.39% (n = 310,000); in the data active means a potency from the dose series; inconclusive means inhibition mostly from about 32% at the one dose, without a potency; inactive means the rest, 99 in 100 with inhibition below about 32%; further: strong numbers were not always called active
AID2073 = inhibitors of Mint1-CaV2.2 protein interaction, biochemical, HTRF (AID 2073) | HTRF protein-protein interaction, Mint1-CaV2.2; higher % means a stronger effect | one-dose inhibition, % at 20 µM; IC50 in µM for titrated hits | actives 0.19% (n = 290,000); in the data active means inhibition mostly above about 51%, no sharp cut-off; inconclusive means no clear call, values can overlap the other calls; inactive means mostly below about 53%; further: some results filed as inactive read as strong as hits
XIAP antagonists = small molecules displacing peptide from XIAP – biochemical, IAP family, fluorescence polarization (AID 1018) | XIAP BIR domain, fluorescence polarization peptide displacement; higher % means a stronger effect | one-dose displacement, % at 20 µM; IC50 in µM for titrated hits | actives 0.007% (n = 200,000); in the data active means displacement above about 50%; further: a part of the inactive calls stands beside numbers as strong as those of hits
Dengue-2 NS5 capping = Dengue-2 NS5 methyltransferase inhibitors, primary screen, biochemical, confirmation dose response (AID 588689); Dengue-2 NS5 methyltransferase capping enzyme assay, biochemical; higher % means a stronger effect; inhibition, % at 25 µM, or IC50 in µM where a hit was titrated; actives 0.3% (n = 340,000); in the data active means a potency from the dose series; inconclusive means inhibition above about 29% without an active follow-up result
Dengue-2 NS5 capping pilot replicate = further read-out of Dengue-2 NS5 capping, marked with its call; inhibition, %; measured here: pilot screen replicate inhibition
* hit, by the source's call; ? = inconclusive; / = not tested or not shown.

SMILES	HIV fusion peptide	Rac1 GTP hydrolysis	LYP phosphatase	Siah-1 displacement	RSV CPE inhibition	SV40 large T antigen	AID2073	XIAP antagonists	Dengue-2 NS5 capping	others
CC1Oc2ccccc2N(CC(=O)c2ccccc2)C1=O (configuration not stated)	-0.8%	3%	-7%	-4%	0.5%	-1%	6%	-8.1%	-5%
Cn1cnc2ccc([N+](=O)[O-])cc2c1=O	-1.2%	13%	10%	-1%	0.8%	5%	-5%	-7.3%	5%
Cc1ccc(N(CC(=O)N/N=C/c2ccco2)S(=O)(=O)c2ccccc2)cc1	3.1%	4%	-2%	-9%	-1.1%	4%	19%	-3.7%	-6%
CCOc1c(Cl)cc(/C=C/C(=O)N(CC)CC(=O)NCc2cccs2)cc1OC	/	1%	/	/	-2.0%	3%	/	/	-14%
O=C(O)c1ccc(C(=O)O)c(C(=O)c2ccc(NC(=O)c3ccccc3)cc2)c1	3.6%	8%	-3%	1%	2.8%	8%	17%	/	-1%
CCC(=O)Nc1nc2ccccc2n1Cc1ccccc1	2.5%	-10%	-9%	10%	-1.0%	3%	11%	-0.4%	-14%
CCOc1ccc(NC(=O)Nc2ccc3c(c2)N(C)C(=O)CS3)cc1	0.0%	4%	-2%	-7%	1.9%	-1%	6%	-10%	-5%
COc1ccc(CC(=O)Oc2ccc(F)c(F)c2)cc1S(=O)(=O)N1CCOCC1	/	3%	/	/	-1.0%	19%	/	/	-9%
COc1cc(S(=O)(=O)N2CCN(C(=O)c3ccco3)CC2)ccc1Cl	1.0%	9%	-9%	3%	1.6%	15%	10%	/	2%
CN(C)C(=O)c1cnc(-c2ccccc2)nc1-c1ccccc1	1.2%	7%	3%	1%	0.5%	21%	17%	/	-1%
COc1ccc(NC(=O)CN(c2c(C)cccc2C)S(C)(=O)=O)cc1	-1.5%	-11%	-5%	-5%	-2.5%	7%	-1%	/	-12%
Cc1ccc(C(=O)OCC(=O)N2C(C)CCCC2C)cc1S(=O)(=O)N1CCCCC1 (configuration not stated)	/	3%	/	/	3.2%	21%	/	/	1%

Random excerpt: two entries already listed, in no set order.
SMILES	HIV fusion peptide	Rac1 GTP hydrolysis	LYP phosphatase	Siah-1 displacement	RSV CPE inhibition	SV40 large T antigen	AID2073	XIAP antagonists	Dengue-2 NS5 capping	others
CCOc1ccc(NC(=O)Nc2ccc3c(c2)N(C)C(=O)CS3)cc1	0.0%	4%	-2%	-7%	1.9%	-1%	6%	-10%	-5%
COc1ccc(CC(=O)Oc2ccc(F)c(F)c2)cc1S(=O)(=O)N1CCOCC1	/	3%	/	/	-1.0%	19%	/	/	-9%

(cont.)
SMILES	HIV fusion peptide	Rac1 GTP hydrolysis	LYP phosphatase	Siah-1 displacement	RSV CPE inhibition	SV40 large T antigen	AID2073	XIAP antagonists	Dengue-2 NS5 capping	others
O=C(N/N=C/c1sc(N2CCOCC2)nc1-c1ccccc1)c1ccccc1Cl	-2.3%	1%	8%	-6%	0.0%	5%	8%	-4.2%	9%
Cc1ccc(C(=O)C(C)OC(=O)C2CCN(c3ccc(C(F)(F)F)cn3)CC2)cc1C (configuration not stated)	/	7%	/	/	19%	10%	/	/	-2%
O=C(Cn1cnc2ccccc2c1=O)N1CCN(Cc2ccc3c(c2)OCO3)CC1	-1.3%	1%	-9%	-3%	0.3%	10%	1%	-2.5%	-6%
Cc1ccnc(NC(=O)CNC(=O)c2ccccc2Br)c1	1.3%	7%	-7%	-3%	1.9%	14%	2%	/	5%
CC(C)(C)n1nnnc1C(c1cccc(C#N)c1)N1CCCCCC1 (configuration not stated)	-0.3%	-3%	-8%	0%	2.2%	3%	-6%	0.9%	-3%
O.O.O.O=S(=O)([O-])OC[C@H]1O[C@@H](O[C@]2(COS(=O)(=O)[O-])O[C@H](OS(=O)(=O)[O-])[C@@H](OS(=O)(=O)[O-])[C@@H]2OS(=O)(=O)[O-])[C@H](OS(=O)(=O)[O-])[C@@H](OS(=O)(=O)[O-])[C@@H]1OS(=O)(=O)[O-].[Al]	1.4%	/	-9%	-2%	/	5%	2%	-7.2%	/
Cc1ccc(N(CC(=O)Nc2cc(C)ccc2C)S(C)(=O)=O)cc1	1.2%	11%	-4%	-7%	-0.5%	12%	-2%	/	/
O=C1CSC(c2cccc(Cl)c2Cl)N1c1ccccn1 (configuration not stated)	-1.4%	10%	-6%	-2%	2.3%	1%	-1%	-9.5%	1%
CC(C)=CC(=O)Nc1nnc(-c2ccccc2C)s1	-0.2%	5%	-14%	1%	-1.0%	-7%	29%	-8.2%	-2%
Cc1cccc(CSc2ncnc3c2cnn3Cc2ccccc2)c1	1.1%	-4%	-5%	2%	4.7%	1%	12%	-6.8%	-2%
COC(=O)[C@H]1[C@@H](C)N(Cc2ccccc2)C(=O)N[C@H]1c1ccccc1	/	3%	/	/	1.4%	4%	/	/	4%
CCCc1cc(=O)oc2c3c(cc(OCC(=O)N[C@@H](C)C(=O)O)c12)OC(C)(C)CC3	-1.0%	13%	-13%	3%	1.1%	-4%	36%	/	-7%
O=C(NNc1ccccn1)C(=O)NNS(=O)(=O)c1ccc(Cl)cc1	3.9%	1%	-4%	-5%	-1.1%	7%	8%	-1.2%	-5%
CCOC(=O)Cc1c(C)nc2c(-c3ccc(Cl)cc3)c(C)[nH]n2c1=O	5.1%	8%	2%	0%	1.8%	9%	41%	11%	-1%
Cc1cc(/C=N/NC(N)=O)c(C)c(CO)c1	-2.4%	-7%	-3%	16%	3.8%	14%	-2%	-4.7%	-10%
CCc1ccccc1NC(=S)N(Cc1ccco1)C(C)c1cccs1 (configuration not stated)	1.7%	0%	-3%	-1%	-0.5%	10%	-9%	-6.6%	-6%
Cc1cc[n+](CC(=O)Nc2cc(C(F)(F)F)ccc2Cl)cc1	-0.8%	-5%	-8%	-1%	1.9%	20%	7%	-3.5%	0%
Cc1ccc(O)c(NC(=O)CSc2n[nH]c(C)c2[N+](=O)[O-])c1	0.1%	3%	1%	-2%	1.7%	26%	6%	-3.8%	5%
Cc1ccc(C(=O)/C=C/NNC(=O)c2ccccc2O)cc1	2.9%	2%	-8%	5%	-0.5%	16%	8%	/	-3%	Dengue-2 NS5 capping pilot replicate=-3.3
COc1ccc(CN2CCN(C(C)C)C(CCO)C2)cc1Cn1cccn1 (configuration not stated)	-0.6%	-2%	-6%	1%	1.1%	-1%	20%	-4.2%	10%
COC(=O)c1ccc(/C=C2/SC(=S)N(CCC(=O)N3CCOCC3)C2=O)cc1	-1.4%	10%	-2%	-1%	-0.7%	4%	14%	/	2%
C(=C\CSc1nnnn1-c1ccccc1)/CSc1nnnn1-c1ccccc1	-1.7%	6%	-5%	12%	?	-2%	3%	-7.0%	-4%	Dengue-2 NS5 capping pilot replicate=-1.8
O=C(CN(C(=O)CCC(=O)Nc1ccccn1)c1ccc2c(c1)OCO2)NCc1ccco1	0.8%	7%	-3%	7%	-0.1%	12%	0%	-2.8%	0%
COc1ccc(NC(=O)C(NC(=O)Cc2cccs2)c2ccc(C)cc2)cc1 (configuration not stated)	4.7%	12%	-2%	0%	0.3%	0%	9%	-7.3%	0%
CCOC(=O)C1CCN(c2cc3c(cc2NC(=O)c2ccccc2F)n(C)c(=O)n3C)CC1	0.3%	11%	-9%	5%	-0.2%	11%	36%	/	4%
O=C(COC(=O)CC1CC2CCC1C2)Nc1ccc(F)cc1 (configuration not stated)	-1.2%	3%	-2%	5%	0.0%	4%	-7%	-5.7%	-2%
CCN(CC)CCNC(=O)C1(O)c2cc(Br)ccc2NC(=O)N1c1c(F)cccc1F (configuration not stated)	2.3%	9%	-6%	2%	3.1%	8%	4%	/	-5%
COc1ccc(/C=C2\SC(=S)N(CCC(=O)NCCCn3ccnc3)C2=O)cc1	-1.6%	6%	-13%	-3%	-1.1%	9%	2%	/	-1%
COCCN(Cc1cc2cc(C)ccc2nc1Cl)C(=O)Nc1ccccc1C	-1.2%	0%	-2%	3%	-0.5%	2%	1%	-0.8%	1%
O=[N+]([O-])c1cnc2ccccn12	1.1%	9%	-1%	9%	2.5%	-1%	10%	/	6%
O=C(Cn1nc(-c2ccc3c(c2)OCCO3)ccc1=O)Nc1cccc(NC(=O)c2ccccn2)c1	0.9%	/	-9%	-3%	2.0%	8%	37%	-7.9%	/

Among those listed so far, these contain a Cl atom.
SMILES	HIV fusion peptide	Rac1 GTP hydrolysis	LYP phosphatase	Siah-1 displacement	RSV CPE inhibition	SV40 large T antigen	AID2073	XIAP antagonists	Dengue-2 NS5 capping	others
CCOc1c(Cl)cc(/C=C/C(=O)N(CC)CC(=O)NCc2cccs2)cc1OC	/	1%	/	/	-2.0%	3%	/	/	-14%
COc1cc(S(=O)(=O)N2CCN(C(=O)c3ccco3)CC2)ccc1Cl	1.0%	9%	-9%	3%	1.6%	15%	10%	/	2%
O=C(N/N=C/c1sc(N2CCOCC2)nc1-c1ccccc1)c1ccccc1Cl	-2.3%	1%	8%	-6%	0.0%	5%	8%	-4.2%	9%
O=C1CSC(c2cccc(Cl)c2Cl)N1c1ccccn1 (configuration not stated)	-1.4%	10%	-6%	-2%	2.3%	1%	-1%	-9.5%	1%
O=C(NNc1ccccn1)C(=O)NNS(=O)(=O)c1ccc(Cl)cc1	3.9%	1%	-4%	-5%	-1.1%	7%	8%	-1.2%	-5%
CCOC(=O)Cc1c(C)nc2c(-c3ccc(Cl)cc3)c(C)[nH]n2c1=O	5.1%	8%	2%	0%	1.8%	9%	41%	11%	-1%
Cc1cc[n+](CC(=O)Nc2cc(C(F)(F)F)ccc2Cl)cc1	-0.8%	-5%	-8%	-1%	1.9%	20%	7%	-3.5%	0%
COCCN(Cc1cc2cc(C)ccc2nc1Cl)C(=O)Nc1ccccc1C	-1.2%	0%	-2%	3%	-0.5%	2%	1%	-0.8%	1%
